Source: PubChem BioAssay (National Center for Advancing Translational Sciences (NCATS))
AmpC no deterg: qHTS Inhibitors of AmpC Beta-Lactamase (assay without detergent); P00811; AmpC nitrocefin hydrolysis, absorbance 480 nm, 0.0001% Triton; Potency, µM (highest dose often 57.1 µM), without a hit: at the highest dose activity change, negative = inhibition, hits mostly inhibitors; actives 0.52% (n = 330,000); AID 485341, 2010;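 further: potency means the concentration at half of the fitted maximal effect; plate controls were no compound for no effect and no enzyme for full effect; nearly all actives have a fitted effect of over 20% in size; some results filed as inactive show a strong effect at the top dose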
Target sequence (P00811 whole entry, looked up): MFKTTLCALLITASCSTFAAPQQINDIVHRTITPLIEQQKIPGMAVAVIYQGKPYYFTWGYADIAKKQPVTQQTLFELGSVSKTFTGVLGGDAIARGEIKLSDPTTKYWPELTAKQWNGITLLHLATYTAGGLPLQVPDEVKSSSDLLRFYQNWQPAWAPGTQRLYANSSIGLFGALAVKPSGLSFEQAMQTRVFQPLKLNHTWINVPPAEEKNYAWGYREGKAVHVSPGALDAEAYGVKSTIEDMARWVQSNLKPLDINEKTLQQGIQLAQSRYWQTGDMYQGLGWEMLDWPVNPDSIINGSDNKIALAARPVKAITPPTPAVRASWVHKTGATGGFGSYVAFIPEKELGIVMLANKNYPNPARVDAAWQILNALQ
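AmpC (5.3 nM in the dispensed reagent) in 20 mM phosphate pH 7.0 with 0.01% (detergent screen) or 0.0001% Triton X-100 was preincubated with compounds for 15 min at room temperature. Nitrocefin was then added from an 800 uM solution, and hydrolysis was followed at 480 nm.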
AmpC inh detg: qHTS Inhibitors of AmpC Beta-Lactamase (assay with detergent). Potency, µM (series often up to 114 µM), inactives show at the highest dose activity change, negative = inhibition, hits mostly inhibitors. AID 485294, 2010. actives 0.041% (n = 370,000). P00811. AmpC hydrolysis of nitrocefin, absorbance 480 nm, 0.01% Triton;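 further: potency means the concentration at half of the fitted maximal effect; 0% = no-compound wells and -100% = no-enzyme wells; nearly all actives have a fitted effect of over 25% in size; some results filed as inactive show a strong effect at the top dose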
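20 mM phosphate pH 7.0 + 0.01% (detergent screen) or 0.0001% Triton X-100; 5.3 nM AmpC reagent; cpd preinc 15 min RT; nitrocefin (800 uM stock) to start; A480 q20 s × 4 min; Activity was normalised to no-enzyme and no-compound control wells.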
TbPYK inhibitor: qHTS of Trypanosoma Brucei Inhibitors; pyruvate kinase (Trypanosoma brucei), Q57TT1; TbPYK enzyme, Kinase-Glo Plus ATP luminescence, 45 min; Potency, µM (doses to about 76.8 µM), for inactives: at the top dose activity, negative = inhibition, usual class: inhibitors; actives 0.12% (n = 410,000); AID 624173, 2012; further: potency means the concentration at half of the fitted maximal effect; nearly all actives have a fitted effect of over 50% in size
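Luminescence from Kinase-Glo Plus, added after a 45-minute room-temperature reaction, served as the end-point read-out. The enzyme and substrate were preincubated with compound before ADP (130 uM final) initiated turnover. Concentration-effect curves came from normalized qHTS data.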
AMA1-RON2 inh: qHTS for Inhibitors of AMA1-RON; Towards Development of Antimalarial Drug Lead: Primary Screen; AlphaScreen AMA1-biotinylated RON2 peptide binding; Potency, µM (titrated, usually from 58.2 µM), without a hit: at the highest dose activity change, negative = inhibition, most hits filed as inhibitors; actives 0.2% (n = 360,000);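 further: potency means the concentration at half of the fitted maximal effect; 0% = vehicle wells and -100% = peptide control; nearly all actives have a fitted effect of over 45% in size; some results filed as inactive show a strong effect at the top dose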
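AMA1 (3D7) with his tag at 25 nM final met compounds first, then biotinylated RON2 peptide at 25 nM; detection used donor plus acceptor beads, 10 µg/mL apiece, read by AlphaScreen after 30 min at room temperature.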
LmPK inhibitor: qHTS Assay for Inhibitors of Leishmania Mexicana Pyruvate Kinase (LmPK); Q27686; purified LmPK, Kinase-Glo ATP luminescence, 1 h; Potency, µM (titrated, usually from 57.5 µM), for inactives: at the top dose activity change, negative = inhibition, most hits filed as inhibitors; actives 0.37% (n = 290,000); AID 1721, 2009; further: potency means the concentration at half of the fitted maximal effect
Target sequence (Q27686 whole entry, looked up): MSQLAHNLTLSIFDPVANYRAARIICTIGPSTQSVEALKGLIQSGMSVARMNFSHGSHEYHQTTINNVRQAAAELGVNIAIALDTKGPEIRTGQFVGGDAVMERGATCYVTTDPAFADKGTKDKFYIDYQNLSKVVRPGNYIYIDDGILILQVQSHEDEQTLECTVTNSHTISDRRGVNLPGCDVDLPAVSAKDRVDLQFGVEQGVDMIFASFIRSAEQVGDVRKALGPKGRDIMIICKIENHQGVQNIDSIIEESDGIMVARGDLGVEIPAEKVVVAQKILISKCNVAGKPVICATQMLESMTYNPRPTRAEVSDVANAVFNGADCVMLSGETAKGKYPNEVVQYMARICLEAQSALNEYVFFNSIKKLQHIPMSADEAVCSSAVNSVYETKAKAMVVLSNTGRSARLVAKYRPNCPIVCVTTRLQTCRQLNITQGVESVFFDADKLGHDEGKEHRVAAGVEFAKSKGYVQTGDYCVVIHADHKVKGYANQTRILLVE
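0.1 nM LmPK, 0.5 mM PEP, 0.1 mM ADP; 50 mM imidazole pH 7.2, 7 mM MgCl2, 50 mM KCl; 1 h RT. Kinase-Glo luminescence readout, normalized to no-enzyme (full inhibition) and uninhibited wells.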
Sm TGR inh: qHTS Assay for the Inhibitors of Schistosoma Mansoni Peroxiredoxins; purified TGR, DTNB reduction, TNB absorbance 405 nm; Potency, µM (highest dose often 114 µM), inactives show at the top dose activity change, negative = inhibition, most hits filed as inhibitors; actives 3% (n = 360,000); AID 485364, 2010; further: potency means the concentration at half of the fitted maximal effect; nearly all actives have a fitted effect of over 60% in size
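TGR 20 nM + NADPH 100 uM (dispensed conc.), cpd preinc 15 min RT; start with NADPH (500 uM addition) then DTNB (15 mM addition). Kinetic TNB absorbance, 405 nm filter. Four-parameter Hill fit across titration.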
HCMV inh: qHTS Assay for inhibitors of the human cytomegalovirus (HCMV) | actives 4.5% (n = 410,000) | HFF cells, HCMV-luciferase reporter, 72 h; hits give low values | activity change, negative = inhibition, % at 57.5 µM | AID 1259415, 2018; in the data active means activity change below about -60%; inconclusive means no clear call, values can overlap the other calls; inactive means above about -39%
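HFF cells seeded 16 h at 37C, treated with compounds, infected with luciferase-reporter HCMV at MOI 1 PFU/cell; luciferase read at 72 h post infection, normalized to buffer-only and Salinomycin controls.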
The depositor's hits bear a star; ? = inconclusive; / = no result given; & = joins results of further samples; [ ] = dose if it differs, or a comment. Unless noted, the call rests on the fitted dose curve; in most records, active means well fitted curve in the direction sought with a large enough effect; inconclusive means small, poorly fitted or top-dose-only effect, or another doubt; inactive means no such curve, though single readings can be large; an effect the other way counts as inactive or inconclusive. Unless noted, on the % scale 0 is the no-effect control and ±100 the full control effect.

SMILES | AmpC no deterg | AmpC inh detg | TbPYK inhibitor | AMA1-RON2 inh | LmPK inhibitor | Sm TGR inh | HCMV inh
COc1ccccc1N(C)S(=O)(=O)c1ccc(C(=O)NCCc2ccc(F)cc2)cc1 | -27% | ? | 4% | 2% | 2% | 1% | -33
COc1cc(C(=O)NCc2cccc3ccccc23)cc(Cl)c1OC | -9% | 2% | -4% | 7% | 1% | 13% | -3
Cc1ccc(NC(=O)CSc2n[nH]c(-c3ccccn3)n2)cc1 | -27% | 2% | 15% | -80% | -1% | 12% | -12
COc1cc(CNS(=O)(=O)CCl)cc(OC)c1OC | -3% | -4% | -3% | -12% | / | -8% | 29
COc1ccc(C2c3c(c(C)c(C)oc3=O)Oc3c(C)c(C)oc(=O)c32)cc1 | -8% | 8% | 1% | -28% | / | -2% | -9
CN(Cc1ccc(F)cc1)C(=O)c1cccc(OC2CCN(C3CCCC3)CC2)c1 | 20% | 5% | 2% | -11% | -2% | 6% | 17
COc1ccc(-c2nc(C)c(CCNC(=O)c3cccs3)s2)cc1 | / | -4% | -2% | / | / | 4% | 42
O=c1[nH]c(=O)n(Cc2ccco2)c(O)c1C=NCc1ccco1 | -18% | -3% | ? | -20% | 20% | 25µM* | 14
C=CCn1c(C)cc(C(=O)COC(=O)[C@@H](NC(=O)c2ccccc2Cl)C(C)C)c1C | 9% | ? | 0% | 4%[2.32 µM] | -10% | -1% | -21
CCOc1ccc(C(C)=O)cc1COC(=O)c1ccccc1C(=O)N(C)Cc1ccccc1 | 79%[activator] | -15% | 0% | -7% | / | 20µM* | -19
CCN(CC)C(=O)c1[nH]cnc1C(=O)N[C@@H](Cc1ccccc1)C(=O)OC(C)(C)C | 77%[activator] | 5% | -1% | 34%[activator] | 1% | 3% | 61
COc1cc([C@H]2[C@@H]3CCCC[C@]3(O)CCN2CC(=O)Nc2ccc(C)cc2)ccc1O | 0% | ? | -3% | -23% | 0% | -1% | 17
CCOc1ccc(C(=O)N2CCN(CCc3ccccc3)CC2)cc1OCC | 115%[activator] | ? | 2% | -5% | -1% | 1% | 77
Cc1cc(C)n(-c2ccc(C(=O)Nc3cccc(S(=O)(=O)N(C)C)c3)cc2)n1 | -1% | -10% | 5% | -30% | 0% | -19% | -96*
C[C@@H]1CN([C@H](C)CO)C(=O)CCCn2nncc2CO[C@H]1CN(C)Cc1ccc(-c2ccccc2)cc1 | / | / | 1% | -6% | / | / | -9
Cc1cc(C)cc(NC(=O)CN2CCCN(S(=O)(=O)c3ccc(Br)s3)CC2)c1 | 23% | -4% | -4% | -4% | 2% | 1% | 18
CC(=O)Nc1ccc(NC(=O)C2CCCN2C(=O)Nc2cccc(F)c2)cc1 (stereo not given) | -23% | -8% | -2% | -21% | -1% | 7% | -26
COC(=O)c1[nH]c2cc(OC)ccc2c1NC(=O)c1c(F)cccc1F | -18% | 4% | -4% | -6% | 3% | 0% | -16
CCOC(=O)N1CCN(C(=O)COc2cccc3c2CCN(Cc2cccc(C)c2)C3=O)CC1 | 152%[activator] | ? | -3% | -4%[11.6 µM] | 3% | -1% | ?
Cc1ccccc1Oc1cc(NC(=O)Cn2cnc([N+](=O)[O-])c2)cc([N+](=O)[O-])c1 | ? | 5% | -5% | -8% | 0% | -6% | -36
Cc1ccc(OC(C)C(=O)Nc2ccc(S(=O)(=O)N3CCOCC3)cc2)cc1 (stereo not given) | -4% | 3% | -19% | 13% | 0% | 1% | -39
O=C(O)C1CC=CCC1C(=O)Nc1ccccc1C(=O)N1CCN(c2ccc(Cl)cc2)CC1 (stereo not given) | -20% | 0% | 6% | -13% | 2% | / | -11
C[C@@]12C(=O)N(c3ccc(F)cc3)C(=O)N1[C@@H]1c3ccccc3OC[C@@H]1[C@H]2c1ccccc1 | -46% | -7% | 1% | 7% | -5% | -2% | -27
CN=C1SC(CC(=O)Nc2sc(C)c(C)c2C(=O)OC)C(=O)N1C (stereo not given) | -14% | -10% | -1% | -6% | 3% | -12% | -12
CC(=O)NC12CC3CC(C1)CC(C(=O)Nc1c(C)n(C)n(-c4ccccc4)c1=O)(C3)C2 | -4% | 7% | -10% | 7% | -7% | -1% | 13

Part of the list above in order of SMILES length, low to high:
SMILES | AmpC no deterg | AmpC inh detg | TbPYK inhibitor | AMA1-RON2 inh | LmPK inhibitor | Sm TGR inh | HCMV inh
COc1cc(C(=O)NCc2cccc3ccccc23)cc(Cl)c1OC | -9% | 2% | -4% | 7% | 1% | 13% | -3
O=c1[nH]c(=O)n(Cc2ccco2)c(O)c1C=NCc1ccco1 | -18% | -3% | ? | -20% | 20% | 25µM* | 14
COC(=O)c1[nH]c2cc(OC)ccc2c1NC(=O)c1c(F)cccc1F | -18% | 4% | -4% | -6% | 3% | 0% | -16
CCOC(=O)N1CCN(C(=O)COc2cccc3c2CCN(Cc2cccc(C)c2)C3=O)CC1 | 152%[activator] | ? | -3% | -4%[11.6 µM] | 3% | -1% | ?

Continuation:
SMILES | AmpC no deterg | AmpC inh detg | TbPYK inhibitor | AMA1-RON2 inh | LmPK inhibitor | Sm TGR inh | HCMV inh
CCOC(=O)Cc1cc(=O)[nH]n(-c2ccccc2)c1=O | / | / | 5% | 13% | / | / | 37
O=C(c1ccccc1)N1N=C(c2ccccc2)CC1c1ccc2nccnc2c1 (stereo not given) | 103%[activator] | -6% | -2% | -4% | -2% | -1% | -19
CCOC(=O)CNC(=O)CSc1nnc(-c2cccc(C)c2)n1-c1ccc(OC)cc1 | 111%[activator] | -4% | -1% | -4% | 3% | 5% | -31
O=S(=O)(Nc1ccc(C(O)(C(F)(F)F)C(F)(F)F)cc1)c1cccc2cccnc12 | / | / | 2% | 68%[activator] | / | / | -12
CCCCC(=O)NC(NC(=O)CCCC)c1ccc(OCC(C)C)c(OC)c1 | -19% | 3% | -3% | 6% | -1% | 3% | -22
Fc1ccc(Nc2ncnc3ccccc23)cc1 | -12% | 0% | -1% | -5% | -9% | 1% | -21
Cc1ccc(N/C=C(\C#N)S(=O)(=O)c2ccccc2)cc1 | -60% | -3% | 1% | -9% | 0% | -1% | -28
O=S(Cc1ccc(Br)cc1)Cc1nnc(SCc2c(Cl)cccc2Cl)n1-c1ccccc1 (stereo not given) | 11% | ? | 8% | -24% | 3% | 0% | ?
O=C(NCCN1CCC(Cc2ccccc2)CC1)C1CCN(S(=O)(=O)N2CCC3(CC2)OCCO3)CC1 | 111%[activator] | 4% | -1% | 9% | 7% | -10% | -24
C=CCOc1ccc2nc(NC(=O)OC)[nH]c2c1 | -17% | -13% | -1% | 1% | -3% | 11% | ?
COc1cc(N)ccc1C(=O)O | / | -2% | -2% | -15% | -3% | 3% | -16
COc1ccc(NC(=O)Nc2nnc(CC(=O)Nc3ccccc3)s2)cc1 | -37% | 1% | 6% | 0% | 4% | 6% | ?
O=C(O)Cn1cc2c(n1)CCCCC2 | -14% | -11% | 2% | -11% | 5% | -27% | 19
O=C(COC(=O)c1ccc(Br)o1)NCc1cccs1 | -7% | 6% | -8% | 0% | 20% | 5% | 12
Cc1ccc(NC(=O)CSc2nc(=O)n(CCCN3CCOCC3)c3c2CCCC3)cc1 | 199%[activator] | 0% | -1% | -7% | / | 2% | -19
CCCCc1cc(=O)oc2cc(C)cc(OCC(=O)NCc3ccccn3)c12 | 60% | -11% | 5% | 92%[activator] | 0% | -11% | -30
CCCc1ccc(OC(=O)c2cccs2)cc1 | -23% | -4% | 2% | 12% | 6% | 4% | 9
COc1ccc(C(=O)n2nc(C)c(Br)c2C)cc1OC | -7% | 0% | -1% | -6% | -7% | -8% | 7
Cc1ccccc1CSCC(=O)Nc1ccccc1Br | -25% | -4% | 1% | 19% | -2% | 0% | -33
COc1ccc(C)cc1S(=O)(=O)N(C)CC(=O)NC1CCCC1 | 2% | -2% | -12% | -4% | -1% | 8% | -24
FC(F)(F)Oc1ccc(NC(=S)NCCCN2CCOCC2)cc1 | -22% | 3% | ? | -3% | -1% | ? | 3
CCN(CCO)Cc1csc2ccc(C(C)(C)C)cc12 | 36% | -12% | 2% | 1% | -14% | -16% | ?
CCOc1ccc(S(=O)(=O)N2CCC(C(=O)NCC3CCCO3)CC2)cc1C (stereo not given) | 110%[activator] | -3% | 2% | 4% | -2% | -1% | -9
CCn1ccnc1CN(C)Cc1nc(-c2ccccc2)no1 | -1% | 3% | -1% | 31%[activator] | 0% | 5% | 15
O=C(NCc1cccnc1)c1cc(C2CCCCN2S(=O)(=O)Cc2ccccc2)on1 (stereo not given) | / | / | 2% | -8% | / | / | -13
Later entries:
SMILES | AmpC no deterg | AmpC inh detg | TbPYK inhibitor | AMA1-RON2 inh | LmPK inhibitor | Sm TGR inh | HCMV inh
CCOC(=O)CCC(=O)Nc1cc(S(=O)(=O)N2CCOCC2)ccc1N1CCCCC1 | 48% | 4% | 2% | -5% | / | -3% | -28
O=C1[C@H]2[C@@H](c3ccc(C(F)(F)F)cc3)N[C@]3(CCCN(Cc4ccc(F)cc4)C3=O)[C@H]2C(=O)N1Cc1ccccc1 | / | / | -11% | -3% | / | / | -3
Cc1cc(C)cc(OC(=O)CCN2C(=O)C3C4C=CC(C5CC45)C3C2=O)c1 (stereo not given) | 59% | -11% | -5% | 3% | 5% | / | -28
CCCCn1c(O)c(C(CC)=NCCN2CCCCC2)c(=O)[nH]c1=O | 158%[activator] | -16% | -4% | 10% | 4% | 10µM* | 12
CCc1c(C)nc2ccc(Br)cc2c1SCCC#N | 1% | ? | -9% | 1% | 0% | -8% | -83*
CCC(C)[C@@H](C(=O)Nc1ccc(OC)c(OC)c1)N1Cc2ccccc2C1=O (stereo not given in full) | 83%[activator] | ? | 1% | -6% | 7% | -7% | 61
COc1cccc(/C=N/NC(=O)c2nnn(-c3nonc3N)c2C(C)C)c1 | -23% | -2% | 0% | 29% | 0% | 7% | -34
NC1=NC2(CCCCC2)N(c2cccc(Cl)c2)C(N)=N1 | -29% | -3% | -7% | 8% | -2% | -12% | 14
COC(=O)N/N=C(\C)c1ccc2ccccc2c1OC(F)F | -17% | ? | -11% | -12% | 2% | -15% | 4
COc1cccc(-c2nn(C)c3sc(C(=O)NCc4ccc(C)cc4)cc23)c1 | -37% | ? | 0%&-1% | 10% | 6% | 5%&-1% | -29&1
